HBB splicing: hemoglobin beta splicing modulation | HBB splicing reporter cell assay, activation; EGFP reporter with mutant IVS2-654 intron; response scale: normalised to 500 nM splice-correcting PNA | 65,000 tested, 0.06% active | AID 925 | Potency, µM (titrated, usually from 46.1 µM), for the others: at the top dose activation, actives largely listed as activators; also: potency is read from the fitted curve at half-maximal effect; 0% is about no effect
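HeLa cells stably expressing EGFP interrupted by mutant beta-globin intron 2 (IVS2-654), 500/well in 2% FCS. Treated with compound for 2 days at 37C. Splicing correction scored as total well GFP intensity (488 nm excitation, 500-520 nm emission); 500 nM antisense PNA served as control.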
Tau fil binding: binders of human tau filaments. Potency, µM (series often up to 57.1 µM), without a hit: at the top dose activity change, negative = inhibition. recombinant tau filaments, thioflavin S fluorescence, 15 h; filaments grown with octadecylsulfate alongside compound. P10636. 71,000 tested, 2% active. AID 596;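 also: potency is read from the fitted curve at half-maximal effect; % is scaled to controls: 0 for no effect and ±100 for the full control effect; actives lower thioflavin S fluorescence by blocking filaments or displacing dye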
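His-tagged recombinant human tau (exons 2, 3 and 10 included), 1 uM, was induced to fibrillize by 30 uM sodium octadecylsulfate with compound present. After 15 h at 37 C, thioflavine S fluorescence (ex 450, em 510 nm) was read.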
ALOX15 inhib: inhibitors of human 15-lipoxygenase (ALOX15); 74,000 tested, 1.4% active; Potency, µM (doses to about 57.1 µM), inactives show at the highest dose activity change, negative = inhibition, usual class: inhibitors; P16050; purified 15hLO-1, xylenol orange hydroperoxide absorbance; also: potency is read from the fitted curve at half-maximal effect; % is scaled to controls: 0 for no effect and ±100 for the full control effect; nearly all actives have a fitted effect of over 55% in size
Target sequence (P16050 whole entry, looked up): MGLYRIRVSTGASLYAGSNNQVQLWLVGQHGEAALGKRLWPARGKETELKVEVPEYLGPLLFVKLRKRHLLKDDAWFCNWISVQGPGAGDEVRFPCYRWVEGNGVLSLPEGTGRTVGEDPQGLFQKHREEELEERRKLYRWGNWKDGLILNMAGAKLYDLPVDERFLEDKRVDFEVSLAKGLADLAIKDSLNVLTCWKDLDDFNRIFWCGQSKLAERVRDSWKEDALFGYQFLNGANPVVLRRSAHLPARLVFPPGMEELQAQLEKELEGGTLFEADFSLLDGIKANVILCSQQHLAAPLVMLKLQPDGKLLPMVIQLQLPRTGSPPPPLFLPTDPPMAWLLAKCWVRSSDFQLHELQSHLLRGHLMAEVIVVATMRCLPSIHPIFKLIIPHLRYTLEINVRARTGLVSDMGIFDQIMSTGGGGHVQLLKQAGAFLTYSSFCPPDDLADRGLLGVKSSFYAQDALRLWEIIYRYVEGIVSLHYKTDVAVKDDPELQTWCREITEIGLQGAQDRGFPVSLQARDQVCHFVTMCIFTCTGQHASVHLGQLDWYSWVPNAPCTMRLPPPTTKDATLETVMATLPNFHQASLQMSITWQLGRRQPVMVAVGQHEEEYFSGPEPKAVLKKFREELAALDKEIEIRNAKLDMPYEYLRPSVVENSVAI
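Readout: Fe(III)-xylenol orange absorbance, 573-to-405 nm ratio as reaction progress. Enzyme 40 nM purified human 15hLO-1, substrate 50 uM arachidonic acid, 6 min RT after 15 min compound preincubation; Hepes pH 7.5 buffer with Triton X-100.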
CRE-bla Fsk: modulators of forskolin-stimulated CRE signaling in CHO cells; CHO CRE-bla reporter (cAMP response element driving beta-lactamase), forskolin EC10, beta-lactamase ratio; Potency, µM (top dose mostly 38.2 µM), for inactives: at the top dose activity change, negative = inhibition, actives largely listed as activators; 71,000 tested, 2.5% active; active = well fitted activation curve with a large enough effect in the signal ratio, with a control signal flat, not every such curve was filed as active; inconclusive = small, poorly fitted or top-dose-only effect, or effect the other way, or a change in a side signal; the % refers to the signal ratio; also: potency is read from the fitted curve at half-maximal effect; % of control where 0% means no effect
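Beta-lactamase reporter under a cAMP responsive element in CHO cells; compounds tested in titration series against EC10 NKH 477, 3 h at 37 °C. Read-out: CCF4 FRET ratio 460nm/530nm (excitation 405nm) giving %Activity, fitted to AC50.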
Texas Red fluor: Texas Red region autofluorescence. Compound fluorescence, Texas Red channel, 547/618 nm; stronger effect = higher value. max dye-equivalent concentration, M. 59,000 tested, 0.06% active. AID 587; in the data active = max dye-equivalent concentration above about 10 nM; inconclusive = between about 1.1 nM and that limit
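Fluorescence at ex 547/em 618 nm, normalized against an on-plate Texas Red standard series to give dye-equivalent concentration per compound concentration. Buffer 100 mM Tris, pH 8.0; 15 min RT incubation before CCD imaging.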
HADH2 inh: inhibitors of human HADH2 dehydrogenase. Q99714. recombinant HADH2, NADH fluorescence, beta-hydroxybutyryl-CoA. Potency, µM (highest dose often 57.1 µM), inactives show top-dose activity change, negative = inhibition, hits mostly inhibitors. 73,000 tested, 3.4% active. AID 886; also: potency is read from the fitted curve at half-maximal effect; % is scaled to controls: 0 for no effect and ±100 for the full control effect; nearly all actives have a fitted effect of over 60% in size; many of its hits are not listed in these tables
Target sequence (Q99714 whole entry, looked up, one chain of several): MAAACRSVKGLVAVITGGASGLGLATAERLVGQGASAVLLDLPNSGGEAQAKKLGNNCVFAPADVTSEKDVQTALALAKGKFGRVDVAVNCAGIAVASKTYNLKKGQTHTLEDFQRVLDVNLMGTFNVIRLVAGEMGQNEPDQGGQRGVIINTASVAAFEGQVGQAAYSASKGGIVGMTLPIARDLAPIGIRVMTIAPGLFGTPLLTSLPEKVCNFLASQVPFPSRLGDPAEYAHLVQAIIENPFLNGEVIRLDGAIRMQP
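His-tagged recombinant enzyme from E. coli, 20 nM, preincubated 15 min RT with compound; reaction started with 1 mM NAD+ and 90 uM beta-hydroxybutyryl-CoA in 100 mM Tris-HCl pH 9.0. NADH fluorescence (ex 360/em 450) read over 4 min; last-minus-first difference.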
Luciferase inh: inhibitors of firefly luciferase | AID 411 | purified firefly luciferase, luminescence, 8 min | Potency, µM (doses to about 57.1 µM), without a hit: at the top dose activity change, negative = inhibition, most hits filed as inhibitors | 72,000 tested, 2.2% active | P08659; also: potency is read from the fitted curve at half-maximal effect; % is scaled to controls: 0 for no effect and ±100 for the full control effect; nearly all actives have a fitted effect of over 40% in size
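Firefly luciferase (PKLight detection mix) with 10 uM ATP in pH 7.2 imidazole buffer (KCl, MgCl2, Tween 20, BSA). Compounds tested across a concentration series (qHTS). Luminescence read after 8 min at ambient temperature.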
Rhodamine autofl: compound fluoresces in the rhodamine spectral region. 59,000 tested, 0.05% active. AID 594. max dye-equivalent concentration, M. Rhodamine-region fluorescence, 547/598 nm, Tris buffer; stronger effect = higher value; in the data active = max dye-equivalent concentration above about 11 nM; inconclusive = between about 1.1 nM and that limit
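Compounds in 100 mM Tris buffer, pH 8.0, were incubated 15 min at room temperature, then read at 547 nm excitation and 598 nm emission. Fluorescence was normalized against a per-plate six-point rhodamine standard curve as dye-equivalent concentration.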
ERK AVP block: blocks ERK signaling stimulated by vasopressin; HEK293-V1b, vasopressin-stimulated pERK AlphaScreen; Potency, µM (top dose mostly 57.5 µM), without a hit: top-dose activity, negative = inhibition, usual class: inhibitors; 72,000 tested, 0.99% active; also: potency is read from the fitted curve at half-maximal effect; % is scaled to controls: 0 for no effect and ±100 for the full control effect; nearly all actives have a fitted effect of over 55% in size
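qHTS, compounds titrated on V1b-expressing HEK293 cells. Preincubation 30 min at 37C, vasopressin 25 nM for 5 min, lysis 10 min, bead incubation 5 hr at room temperature.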
Pol III holo inh: DNA polymerase III holoenzyme inhibition. 71,000 tested, 0.25% active. Potency, µM (doses to about 57.1 µM), without a hit: at the highest dose activity change, negative = inhibition. AID 603. reconstituted DNA polymerase III holoenzyme replication, biochemical; also: potency is read from the fitted curve at half-maximal effect; % is scaled to controls: 0 for no effect and ±100 for the full control effect
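Reconstituted *E. coli* holoenzyme (0.35 nM Pol III, 1 nM beta, 154 nM SSB, 2 nM primase) was preincubated with compound for 15 min at RT. Synthesis on 1.4 nM ssM13Gori ran 35 min, then was stopped with PicoGreen/EDTA and read as dsDNA fluorescence.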
Hsp90 Hop PPI: changes Hsp90-Hop TPR2A binding signal, up or down; AlphaScreen TPR2A-His6 binding biotin-Hsp90 C-terminal peptide; Potency, µM (doses to about 57 µM), inactives show at the top dose activity change, negative = inhibition; 71,000 tested, 0.44% active; active = well fitted curve in either direction with a large enough effect; inconclusive = small, poorly fitted or top-dose-only effect, or another doubt; also: potency is read from the fitted curve at half-maximal effect; % is scaled to controls: 0 for no effect and ±100 for the full control effect; many of its hits are not listed in these tables
Active calls of the source: *; i = inactive; u = inconclusive; x = not tested or not shown; ! = repeats disagree; [ ] = another dose, or the depositor's remark. Unless noted, calls follow the shape of the dose curve; as a rule, active = well fitted curve in the direction sought with a large enough effect; inconclusive = small, poorly fitted or top-dose-only effect, or another doubt; inactive = no such curve, though single readings can be large; an effect the other way counts as inactive or inconclusive. An excerpt, so the mix of outcomes need not match the whole.

mol,CRE-bla Fsk,Pol III holo inh,Texas Red fluor,Rhodamine autofl,Luciferase inh,Tau fil binding,ERK AVP block,Hsp90 Hop PPI,HBB splicing,ALOX15 inhib,HADH2 inh
COC(=O)c1ccc(C(NC(=O)OCc2ccccc2)/C(I)=C/[C@@H](C)C(=O)Nc2ccccc2)cc1 (stereo not given in full),-14%,-1%,x,x,x,-1%,3%,-3%,0.0%,-12%,-6%
CSc1nc(-c2ccco2)cc(-c2ccccc2)c1C#N,u,7%,i,i,1%,-7%,18%,8%,-1.3%[0.369 µM],-17%,-8%
CCCNC(=O)CC1Sc2ccccc2NC1=O (stereo not given),-4%,0%,i,i,0%,-1%,-6%,-1%,0.6%,11%,7%
CCS(=O)c1ccccc1C(=O)O (stereo not given),-5%,-2%,i,i,0%,0%,23%,u,0.4%[57.5 µM],-49%,7%
CCOC(=O)c1cccc(NC(=O)CSc2nnc(-c3cccnc3)n2C)c1,13%,-1%,u,i,-3%,-17%,1%,-2%,-0.1%[57.5 µM],13%,6%
Cc1onc(-c2c(F)cccc2Cl)c1C(=O)OCn1nnc2ccccc2c1=O,u,1%[11.4 µM],x,x,2%,-10%[11.4 µM],3%,-1%[11 µM],4.9%[0.0738 µM],-12%[11.4 µM],-5%[11.4 µM]
CN(CC(=O)N1CCCCCC1)S(=O)(=O)c1ccc(Br)s1,-4%,-8%,u,i,-3%,-12%,-1%,-6%,4.4%[1.84 µM],-13%,4%
CSCC[C@H](NC(=O)Nc1ccc(C)cc1C)C(=O)O,22%,-7%,u,i,4%,-5%,9%,-2%,7.8%[1.84 µM],8%,4%
CCOc1ccc(-n2ccnc2SCC(=O)Nc2nnc(CC)s2)cc1,-6%,-2%,i,i,2%,5%,15%,-5%,-0.9%,1%,-6%
CC(=O)OC[C@H]1O[C@@H](O/N=C(\C)CCN2CCc3nc(-c4ccccc4)c(-c4ccccc4)cc3C2)[C@H](OC(C)=O)[C@@H](OC(C)=O)[C@H]1OC(C)=O,x,x,x,x,0%[11.4 µM],x,8%[11.5 µM],x,-1.2%[9.22 µM],5%[11.4 µM],6%[11.4 µM]
O=C(NCC1CCCO1)c1ccc(C(=O)NCC2CCCO2)cc1 (stereo not given),-12%,-9%,u,i,2%,-28%,-18%,-4%,-2.5%,3%,-1%
O=C(NCCc1ccc(Cl)cc1)C1CCN(S(=O)(=O)N2CCCCC2)CC1,-11%,-2%,i,i,3%,2%,-3%,0%,-1.7%[57.5 µM],2%,-1%
CCOc1ccc(CNC(=O)C2CCN(S(=O)(=O)N3CCCC3)CC2)cc1OC,18%,-6%,i,i,0%,14%,4%,-1%,-0.6%,5%,-8%
CCc1ccc(CNc2ccc(O)cc2)cc1,-6%,-13%,i,i,-9%,10µM*,u,-29%,-0.5%,u,16µM*
O=C(Nc1sc2c(c1C(=O)NCc1cccnc1)CCCC2)c1ccco1,u,6%,i,i,-2%,93%,u,0%,6.1%,-10%,40µM*
Nc1nonc1C(=O)NCCNCc1cc(Br)ccc1OCc1ccc(F)cc1,2%,12%,u,i,-5%,170%,-15%,-7%,-1.9%,-11%,3%
CCNc1nc(Oc2ccc(C(=O)OC)cc2)nc(SC)n1,16%,-9%,i,i,2%,-23%,11%,3%,x,-11%,11%
Cc1ccc(C)n1-c1ccc(N2CCOCC2)nc1,5%,-6%,i,i,1%,u,-25%,-11%,0.9%,-21%,32µM*
Cc1ccc(C(C(=O)NCc2ccco2)N(Cc2ccco2)C(=O)CNC(=O)c2ccco2)cc1 (stereo not given),u,1%,i,i,-2%,0%,0%,-4%,-1.6%,5%,12%
CCCSc1nc(N)cc(=O)[nH]1,-8%,4%,i,i,1%,8%,-12%,0%,-0.8%,-1%,2%
CC(=O)NC1CC2CCCC(C1)N2CC(=O)NCc1ccc(F)cc1 (stereo not given),-3%,3%,u,i,-2%,-2%,8%,-1%,-0.2%[57.5 µM],2%,-3%
COc1ccc(N2CCCn3c2nc2c3c(=O)n(Cc3ccccc3F)c(=O)n2C)c(OC)c1,u,-12%,i,i,1%,7%,-12%,-10%,1.3%,-10%,20%
O=C1OC(NC(=O)c2ccccc2)C(N2CCOCC2)=C1Cl (stereo not given),-2%,-7%,i,i,1%,-2%,14%,-1%,0.5%,2%,-5%
Cc1cccc(N=C2NC(=O)/C(=C3/C(=O)N(C)c4ccccc43)S2)c1C,8%,-3%,x,x,-1%,u,u,-5%,1.6%,-6%,6%
Cc1ccnc(SCC(=O)Nc2oc(-c3ccccc3)c(-c3ccccc3)c2C#N)n1,10µM*,-2%,i,i,5%,188%,-19%,-2%,-2.2%,-24%,15%

Additional results follow:
mol,CRE-bla Fsk,Pol III holo inh,Texas Red fluor,Rhodamine autofl,Luciferase inh,Tau fil binding,ERK AVP block,Hsp90 Hop PPI,HBB splicing,ALOX15 inhib,HADH2 inh
O=C(O)c1cccn1Cc1ccccc1F,1%,-9%,i,i,4%,12%,7%,-2%,-0.6%[57.5 µM],-6%,5%
COc1ccc(Cc2nnc(SCC(=O)NC3CCCCC3)n2C)cc1,-9%,-9%,i,i,3%,1%,-15%,-4%,0.3%,-4%,12%
CCCS(=O)(=O)N1CCN(C(=O)c2cc(OC)cc(OC)c2)CC1,-3%,-4%,i,i,2%,4%,-7%,-3%,x,3%,10%
CC(CCc1ccccc1)NC(=O)C1CCCN(C(=O)c2cc3sccc3n2C)C1 (stereo not given),-19%,-3%,i,i,1%,-2%,25µM*,-7%,-0.3%,-14%,2%
CCOc1ccc(N2C(=O)CC(NCCc3ccc(S(N)(=O)=O)cc3)C2=O)cc1 (stereo not given),-7%,-5%,x,x,0%,-5%,-11%,-2%,-0.1%,-1%,1%
Cc1ccccc1C(=O)NCc1ccncc1,4%,-3%,i,i,2%,-6%,25µM*,-1%,x,2%,-3%
Cc1cc(NC(=O)c2ccc3nc(C)sc3c2)no1,u,-6%,u,i,-8%,0%,-1%,-2%,-0.1%,4%,4%
COc1ccc(CN(CCN(C)C)Cc2ccccc2)c(OC)c1,8%,-6%,u,i,1%,-10%,-7%,-5%,-0.7%,5%,9%
Cc1ccc(CCN2CC(C(=O)NCCN3CCOCC3)CC2=O)cc1 (stereo not given),u,-5%,i,i,-1%,-11%,7%,-2%,-0.5%,11%,-1%
CCCCNc1c(C(=O)OCC)c(C)nc2c1cnn2CC,3.2µM*!,0%,u,i,2%,-17%,u,0%,0.3%[20.6 µM],-11%,u
CC1(C)C(=O)C2(CCCCC2)C(=O)OC1c1cccs1 (stereo not given),17%,1%,u,i,-1%,31%,21%,1%,2.1%[0.369 µM],-3%,-9%
CC(=O)N1CCC[C@@]2(CCN(c3ccccc3)C2)C1,-13%,-3%,i,i,0%[11.4 µM],-4%,-5%,0%,3.1%,-3%,-5%

Complete entries as entered above. Values in the order: CRE-bla Fsk | Pol III holo inh | Texas Red fluor | Rhodamine autofl | Luciferase inh | Tau fil binding | ERK AVP block | Hsp90 Hop PPI | HBB splicing | ALOX15 inhib | HADH2 inh
Entry for Cc1ccccc1C(=O)NCc1ccncc1 → 4% | -3% | i | i | 2% | -6% | 25µM* | -1% | x | 2% | -3%
Entry for CC1(C)C(=O)C2(CCCCC2)C(=O)OC1c1cccs1 (stereo not given) → 17% | 1% | u | i | -1% | 31% | 21% | 1% | 2.1%[0.369 µM] | -3% | -9%

Bioassay records deposited in PubChem BioAssay by National Center for Advancing Translational Sciences (NCATS).
